PAFAH1B3 inh = PAFAH1B3 (human) inhibition | hit rate 0.28% among 340,000 | Q15102 | inhibition, % at 3.39 µM | recombinant PAFAH1B3, FP-rhodamine probe, fluorescence polarization | AID 492972;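 active means inhibition above the screen-wide average of all tested compounds plus 3 SD, cut at about 25% in these data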;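 further: 0% = enzyme with DMSO only and 100% = wells lacking PAFAH1B3 protein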
Target sequence (Q15102 whole entry, looked up): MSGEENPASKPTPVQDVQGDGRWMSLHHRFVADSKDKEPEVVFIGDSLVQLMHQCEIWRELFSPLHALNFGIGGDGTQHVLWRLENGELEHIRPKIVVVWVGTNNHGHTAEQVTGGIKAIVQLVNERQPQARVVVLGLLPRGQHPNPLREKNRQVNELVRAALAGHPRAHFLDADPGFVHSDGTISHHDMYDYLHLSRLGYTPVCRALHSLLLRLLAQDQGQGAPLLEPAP
LYPLA1 counter = blocks human lysophospholipase 1, a PME1 counter-screen; inhibition, % at 5.9 µM; O75608; recombinant LYPLA1, FP-Rh probe fluorescence polarization; AID 2174; hit rate 0.16% among 320,000;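 active means inhibition above the mean of all tested compounds plus 3 SD, set per campaign, cut at about 14% in these data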;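 further: inhibitors block serine hydrolase probe labeling of LYPLA1 so polarization falls; 0% = enzyme with DMSO and 100% = wells lacking LYPLA1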
PME-1 primary = PME-1 (human) inhibition. Q9Y570. inhibition, % at 5.9 µM. recombinant PME-1, FP-Rh probe fluorescence polarization. hit rate 0.53% among 320,000. AID 2130;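 active means inhibition above the campaign mean of all compounds plus 3 SD, cut at about 26% in these data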;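 further: competitive labeling of PME-1 active site by serine hydrolase directed probe; 0% = PME-1 with DMSO and 100% = wells lacking PME-1 enzyme; inhibitors block probe labeling so polarization falls and inhibition rises; many of its hits are not listed in these tables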
GSTO1 inh = counter-screen for RBBP9 inhibitors: inhibitors of human GSTO1 | inhibition, % at 5.96 µM | recombinant GSTO1, activity-based probe fluorescence polarization | hit rate 1.1% among 300,000;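 active means inhibition above the campaign mean inhibition plus 3 SD, cut at about 35% in these data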;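 further: 0% = GSTO1-1 with DMSO and 100% = wells lacking GSTO1-1 enzyme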
Target sequence (P78417 whole entry, looked up): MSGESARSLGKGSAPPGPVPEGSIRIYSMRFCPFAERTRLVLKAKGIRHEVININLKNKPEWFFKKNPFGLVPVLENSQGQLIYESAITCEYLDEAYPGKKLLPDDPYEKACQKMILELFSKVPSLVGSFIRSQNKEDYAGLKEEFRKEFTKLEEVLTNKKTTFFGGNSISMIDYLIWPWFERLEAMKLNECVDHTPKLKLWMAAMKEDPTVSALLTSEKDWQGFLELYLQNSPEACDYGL
PAFAH2 inh = inhibitors of human PAFAH2; recombinant PAFAH2, FP-rhodamine activity probe, fluorescence polarization; inhibition, % at 3.39 µM; hit rate 0.99% among 340,000;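 active means inhibition above the mean over all tested compounds plus 3 SD, cut at about 30% in these data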;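 further: inhibitors block probe labeling of enzyme so polarization drops; 0% = enzyme with DMSO and 100% = wells lacking PAFAH2 protein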
pPAFAH FP inh = inhibitors of human plasma PAF acetylhydrolase (pPAFAH); Q13093; recombinant pPAFAH, FP-rhodamine probe fluorescence polarization; inhibition, % at 3.39 µM; hit rate 1.5% among 330,000;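 active means inhibition above the mean inhibition across the screen plus 3 SD, cut at about 25% in these data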;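 further: inhibitors block binding of the rhodamine activity-based probe so polarization drops; 0% = enzyme with DMSO and 100% = wells lacking pPAFAH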
LYPLA2 counter = LYPLA2 (human) inhibition in PME1 counter-screen. O95372. recombinant LYPLA2, FP-Rh probe fluorescence polarization. inhibition, % at 5.9 µM. hit rate 0.38% among 320,000. AID 2177;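 active means inhibition above the screen-wide mean plus 3 SD, limit set per campaign, cut at about 26% in these data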;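 further: 0% = LYPLA2 with DMSO and 100% = wells lacking LYPLA2 enzyme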
Target sequence (O95372 whole entry, looked up): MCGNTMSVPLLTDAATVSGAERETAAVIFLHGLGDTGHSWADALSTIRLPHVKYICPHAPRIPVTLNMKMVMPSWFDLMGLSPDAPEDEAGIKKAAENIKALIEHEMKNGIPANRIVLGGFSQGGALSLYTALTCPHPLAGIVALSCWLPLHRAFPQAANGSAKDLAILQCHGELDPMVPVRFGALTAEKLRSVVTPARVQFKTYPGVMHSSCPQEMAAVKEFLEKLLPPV
PAD4 FP inh = inhibitors of human PAD4; Q9UM07; hit rate 0.41% among 330,000; inhibition, % at 6.36 µM; recombinant PAD4, RCA probe fluorescence polarization;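 active means percent inhibition above a cutoff equal to the mean of all tested compounds plus 3 SD, cut at about 15% in these data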;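 further: 0% = PAD4 with RCA probe and DMSO and 100% = probe without PAD4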
PAFAH1B2 inh = blocks human PAF acetylhydrolase 1b catalytic subunit 2; inhibition, % at 3.39 µM; P68402; AID 492953; hit rate 1.2% among 340,000; recombinant PAFAH1B2, FP-rhodamine activity probe, fluorescence polarization;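 active means inhibition above the mean of all tested compounds plus 3 SD, cut at about 24% in these data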;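 further: 0% = enzyme with DMSO and 100% = wells lacking PAFAH1B2; many of its hits are not listed in these tables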
Target sequence (P68402 whole entry, looked up): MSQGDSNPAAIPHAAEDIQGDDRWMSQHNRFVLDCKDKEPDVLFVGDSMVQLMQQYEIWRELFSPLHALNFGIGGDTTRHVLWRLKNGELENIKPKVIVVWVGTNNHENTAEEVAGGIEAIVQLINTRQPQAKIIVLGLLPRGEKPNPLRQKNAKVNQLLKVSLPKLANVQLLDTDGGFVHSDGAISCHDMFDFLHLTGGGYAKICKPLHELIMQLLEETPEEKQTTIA
The depositor's hits bear a star; . = not tested or not shown.

SMILES	PAFAH1B3 inh	LYPLA1 counter	PME-1 primary	GSTO1 inh	PAFAH2 inh	pPAFAH FP inh	LYPLA2 counter	PAD4 FP inh	PAFAH1B2 inh
CCC(C)(C)NC(=O)C(c1ccccc1F)N(Cc1ccco1)C(=O)c1csnn1 (stereo not given)	10	-1	4	3	-5	2	-3	0	5
CC(=O)c1c(COC(=O)c2ccc(C)cc2)nc2ccccc2[n+]1[O-]	.	0	2	12	.	8	4	-2	.
COc1cc(C)c(NC(=O)Cc2ccsc2)cc1OC	9	2	-8	1	-3	6	3	0	3
Cc1cc(N2CCOCC2)n2ncc(-c3ccc(Cl)cc3)c2n1	-4	0	8	4	7	4	0	0	5
CCOC(=O)CNc1ccc(OC(F)(F)F)cc1	-1	0	0	7	-2	-2	1	-5	4
CC(C)c1cc(C(=O)N2CCCC(C(=O)c3ccc4ccccc4c3)C2)on1 (stereo not given)	0	2	3	-4	-9	7	6	4	0
Cc1cccc(NC(=S)N(CCN2CCOCC2)Cc2cc3cc4c(cc3[nH]c2=O)OCO4)c1	5	-4	0	13	1	3	-1	0	8
O=C(Nc1ccccc1)C(O)C(O)C(=O)Nc1ccccc1 (stereo not given)	7	0	-4	-1	1	1	1	0	-6
Cc1ccc(OCC2Cn3c(nc4c3c(=O)[nH]c(=O)n4C)O2)cc1 (stereo not given)	-3	-2	-3	-3	-4	-5	3	-3	5
COc1cc(NC(=O)C/C(C)=N/NC(=O)Cc2ccccc2)c(OC)cc1Cl	-2	-4	-2	8	3	9	2	-3	2
O=C(Nc1ccc(C(=O)OC2CCCCC2)cc1)c1ccncc1	5	-10	-14	-13	-10	-4	-3	0	-1
O=C(NCc1ccc2c(c1)OCO2)c1ccc(CS(=O)(=O)Cc2cccc(Cl)c2)o1	5	1	-5	1	-3	25*	9	-3	10
Cc1c(C)c(C)c(S(=O)(=O)NCCc2ccncc2)c(C)c1C	11	0	1	1	8	2	-3	2	9
COc1ccccc1C1(O)C(=O)Nc2ccc(C)cc21 (stereo not given)	3	2	0	3	0	4	2	-2	-3
CC1CCN(C(=O)c2cc(Cl)nc3ccccc23)CC1	-1	1	-4	-2	1	6	11	-3	1
CCN(C(=O)c1ccc(=O)[nH]c1)c1c(N)n(Cc2ccccc2)c(=O)[nH]c1=O	4	-1	1	.	-5	2	-1	2	5
Cc1cccn2c(=O)c(/C=C(\C#N)S(=O)(=O)c3ccc(Cl)cc3)c(N3CCC(C(N)=O)CC3)nc12	8	-5	10	-8	5	-1	-20	-6	3
N#CCCn1cnc2ccccc21	1	2	-2	7	2	5	19	0	3
COc1ccc(C(=O)N2CCC(=O)N(C(CO)Cc3ccccc3)CC2)cc1 (stereo not given)	1	-1	-5	5	-1	7	2	1	8
Cc1ccnc(NC(=O)c2ccc(Cl)s2)c1	10	-5	-6	0	1	3	2	0	7
Cc1ccc(OCCNC(=O)c2cc(-n3cnnc3)ccc2Cl)cc1C	3	1	-2	8	0	7	2	4	0
Cc1ccc(S(=O)(=O)c2nc(-c3ccccc3Br)oc2N(C)C)cc1	5	-2	7	5	2	2	6	4	-3
COc1ccccc1NC(=O)CN1CCN(c2ccc(Cl)cc2)CC1	7	1	-2	5	-8	9	2	3	5
CCOC(=O)Cc1cc(=O)n2[nH]c(-c3ccccc3)cc2n1	-2	-1	2	-2	4	12	-2	-4	6
Oc1c(Cl)cc(CN2CCCCC2)c2cccnc12	13	0	1	2	0	22	8	-6	7
Carrying on:
SMILES	PAFAH1B3 inh	LYPLA1 counter	PME-1 primary	GSTO1 inh	PAFAH2 inh	pPAFAH FP inh	LYPLA2 counter	PAD4 FP inh	PAFAH1B2 inh
CCCOc1ccc(N2C(=O)CC(N(Cc3ccco3)C(=O)CCC(=O)O)C2=O)cc1 (stereo not given)	2	3	2	2	2	11	10	2	7
O=C(COC(=O)c1cccc(S(=O)(=O)N2CCN(c3ccccc3)CC2)c1)NCC1CCCO1 (stereo not given)	-7	-1	-3	7	16	11	1	-1	8
CCCn1c(N)c(C(=O)CSc2nc3ccccc3c(=O)n2Cc2ccccc2)c(=O)[nH]c1=O	-10	2	-1	2	-6	1	2	1	-4
Cc1ccc(S(=O)(=O)Nc2ccc(S(=O)(=O)N3CCOCC3)cc2)cc1[N+](=O)[O-]	4	2	-1	-3	0	-2	1	0	2
CC(C)C(=O)Nc1cccc(C(=O)Nc2nccs2)c1	12	0	-2	-1	9	3	-1	-5	2
COc1ccccc1N(C(=O)CNC(=O)c1ccco1)C(C(=O)NCC1CCCO1)c1ccccc1 (stereo not given)	-2	4	-1	-3	0	5	11	0	3
COc1ccc(NC(=S)N2CCc3ccccc3C2)cc1OC	-2	-2	6	0	3	-4	3	-6	-3
CCN(CC)CCNC(=O)Cc1nn(Cc2ccccc2)c(=O)c2ccccc12	9	-1	-2	1	5	1	-5	-10	6
CN1CCN(S(=O)(=O)c2ccc3c(c2)NC(=O)C2CCCN32)CC1 (stereo not given)	8	0	4	6	1	5	-4	-5	9
CC(C)CCNC(=O)C12CN(Cc3ccccc3)CC1C(c1ccc([N+](=O)[O-])cc1)=NO2 (stereo not given)	-6	-3	3	7	-2	1	0	-5	2
COc1cc(OC)c(S(=O)(=O)Nc2ccc(C(=O)N3CCCC3)cc2)cc1NC(C)=O	5	3	6	6	0	1	-4	-1	8
Cc1ccc(S(=O)(=O)CCC(=O)Nc2sccc2C#N)cc1	5	-2	0	-4	-2	-1	3	-3	5
COc1ccc(-c2csc(N(CC3CCCO3)C(=O)c3ccco3)n2)cc1 (stereo not given)	-4	0	-2	-1	-8	7	-3	6	2
COc1ccccc1-c1cc(-c2ccc(C)cc2)nc(SCc2nnc(-c3ccccc3)o2)c1C#N	-7	0	-2	1	2	5	-10	0	-1
CCN(CC)CCN(C(=O)Cn1nnc(-c2ccc(OC)c(OC)c2)n1)C(C(=O)NC1CCCC1)c1ccc(F)cc1 (stereo not given)	-9	2	-1	-1	3	3	0	-2	3
CCOC(=O)c1oc2nc(C)c3c(c2c1N)CC(C)(C)OC3	6	-2	-2	3	4	-3	-5	-10	4
COc1cc(/C=C/C(=O)N2CCCN(C(=O)/C=C/c3cc(OC)c(OC)c(OC)c3)CC2)cc(OC)c1OC	3	1	-4	6	6	1	0	0	-4
COC(=O)C1=C(C)OC(N)=C(C#N)C1c1ccco1 (stereo not given)	5	-3	2	-4	6	2	-8	0	4
Cc1nc(NS(=O)(=O)c2ccccc2)sc1NC(=O)OCCN(C)C	1	0	-3	4	-4	3	4	-6	1
COc1ccc(Oc2ccc(C(F)(F)F)cc2NC(=O)c2ccc(F)cc2)cc1	.	-4	-5	-6	.	-15	-7	-5	.
Cc1ccc(S(=O)(=O)N2CCC(C(=O)Nc3nnc(C4CCCC4)s3)CC2)cc1	-2	-4	1	24	1	1	-4	-1	5
CC(C)CC(COCc1ccc(Cl)cc1)N1CCN(C(=O)c2ccc(Cl)cc2Cl)CCC1=O (stereo not given)	4	1	21	-1	5	0	-5	1	-2
COC(=O)Cc1[nH]nc2c1C(c1c[nH]c3ccccc13)C(C#N)=C(N)O2 (stereo not given)	10	4	-4	34	3	0	-5	-11	0
Cc1ccc(OC(=S)Nc2ccccc2)c(C)c1	2	4	-10	9	-1	-6	8	-2	3
CN1c2ccsc2/C(=N/Nc2ccc(F)cc2)CS1(=O)=O	13	-1	13	13	16	5	4	-3	4
New compounds follow
SMILES	PAFAH1B3 inh	LYPLA1 counter	PME-1 primary	GSTO1 inh	PAFAH2 inh	pPAFAH FP inh	LYPLA2 counter	PAD4 FP inh	PAFAH1B2 inh
NS(=O)(=O)c1ccc(NC2=CC(c3ccc(F)cc3)N(c3ccc(S(N)(=O)=O)cc3)C2=O)cc1 (stereo not given)	2	-1	-4	-3	-2	0	1	-1	2
CN(CC(=O)N1CCN(c2ccc(F)cc2)CC1)S(=O)(=O)c1ccc2c(c1)c(=O)n(C)c(=O)n2C	5	0	-5	-3	1	-5	8	-1	0
CCOC(=O)C1CCCN(C(=O)c2ccc(Cn3c(=S)[nH]c4cc(C(=O)OC)ccc4c3=O)cc2)C1 (stereo not given)	1	0	-7	1	-2	2	7	-5	0
CCOC(=O)c1ccc(-c2c(-c3ccccc3OC)oc3ccccc23)cc1F	15	-3	-4	.	-12	3	-6	3	8
Cc1cccc(C(=O)NCC(=O)OCC(=O)N2CCCCC2)c1	5	4	1	-7	-6	-1	4	-2	1
CC(C)C1CC(O)(C2(O)CCCCC2)ON1 (stereo not given)	6	-3	-5	3	2	-1	-5	1	4
CN(C)S(=O)(=O)c1ccc(NC(=O)c2c(F)cccc2Cl)cc1	5	-2	-3	-10	-4	2	-2	-4	2
CCc1ccc(/C=N/NC(=O)c2ccc(OC3CCCC3)cc2)s1	7	-10	-8	-3	-4	10	-7	-2	2
O=C(c1cc2nc(-c3ccccc3)cc(C(F)(F)F)n2n1)N1CCOCC1	1	0	2	4	-3	1	-3	-1	4
O=C(NCc1cccnc1)c1ccc2c(c1)C(=O)N(Cc1ccccc1)C2=O	-1	0	2	2	-5	4	6	5	0
CC1(C)CC(NC(=S)Nc2ccc([N+](=O)[O-])cc2)CC(C)(C)N1	5	-3	-6	7	2	1	1	-3	0
CC(=O)Nc1nc(C)nc(C)c1C(C)=O	5	-5	-4	-8	3	-8	-4	4	5
O=C(/C=C/c1cc(Br)ccc1F)OCC(=O)N1CCOCC1	11	.	.	.	2	1	.	6	6
O=C(NCCOc1cccnc1)c1ccc(OC2CCN(Cc3ccccn3)CC2)cc1	11	3	-1	-1	2	4	2	-1	3
CCOc1ccc(C(=O)Nc2cc(C)on2)cc1	1	0	0	4	3	4	0	-1	-3
CC(=O)N1c2ccc(C)cc2C(c2ccccc2)CC1C (stereo not given)	-4	2	-2	4	3	-6	1	0	-1
Cc1cc(N2C(=O)C(O)=C(C(=O)c3ccc(C)o3)C2c2cccs2)no1 (stereo not given)	2	-2	-2	-1	6	5	0	-4	3
CC1Cc2ccccc2N1S(=O)(=O)c1ccc(Cl)nc1 (stereo not given)	2	0	6	10	-4	5	-4	2	11
COc1ccccc1C(c1nnnn1C(C)(C)C)N1CCN(Cc2ccccc2)CC1 (stereo not given)	-5	-3	4	-1	2	2	1	0	3
Cc1cccc(CCNC(=O)C2CCC(CNc3c(N4CCCC4)c(=O)c3=O)CC2)c1 (stereo not given)	-5	4	5	-1	-3	0	12	-5	2
COc1ccc2[nH]c(C)c(C(=O)CN(C)C)c2c1	4	2	1	3	-11	4	4	2	-8
CC(OC(=O)CCCSc1nc2ccccc2s1)C(=O)NC(N)=O (stereo not given)	7	5	6	4	0	5	7	3	1
CS(=O)(=O)Nc1ccc(C(=O)Nc2ccc(S(=O)(=O)Nc3nccs3)cc2)cc1	-2	-2	4	5	-6	-3	0	-2	3
CC(C)(C)NC(=O)c1cc([N+](=O)[O-])ccc1N1CCCCC1	-2	1	0	-8	2	4	1	0	2

3 entries drawn at random from the list so far, as already listed:
SMILES	PAFAH1B3 inh	LYPLA1 counter	PME-1 primary	GSTO1 inh	PAFAH2 inh	pPAFAH FP inh	LYPLA2 counter	PAD4 FP inh	PAFAH1B2 inh
CC(=O)Nc1nc(C)nc(C)c1C(C)=O	5	-5	-4	-8	3	-8	-4	4	5
CCOC(=O)c1ccc(-c2c(-c3ccccc3OC)oc3ccccc23)cc1F	15	-3	-4	.	-12	3	-6	3	8
O=C(NCCOc1cccnc1)c1ccc(OC2CCN(Cc3ccccn3)CC2)cc1	11	3	-1	-1	2	4	2	-1	3

Source: PubChem BioAssay (The Scripps Research Institute Molecular Screening Center)

Some of the compounds tested (hit frequency here may not be typical).
